NCI-60 one-dose screen, 48 h, at 10 µM unless noted. Numbers give growth in % (100 = growth as untreated, 0 = no growth, -100 = all killed).
HCT-116: HCT-116 colon cancer | actives 7.3% (n = 82,000)
HT29: HT29 colon cancer; actives 7.4% (n = 81,000); AID 1794748
TK-10: TK-10 renal cancer cells; actives 3.9% (n = 81,000)
HCC-2998: HCC-2998 colon cancer. AID 1794799. actives 4.7% (n = 79,000)
786-0: 786-0 renal cancer cells; AID 1794775; actives 5.1% (n = 81,000)
UO-31: UO-31 renal cancer; actives 5.2% (n = 81,000); AID 1794768
HCT-15: HCT-15 colon cancer. actives 5.2% (n = 82,000). AID 1794746
SW-620: SW-620 colon cancer; actives 5.2% (n = 82,000)
SN12C: SN12C renal cancer cells; actives 3.8% (n = 81,000)
Starred values were filed as active, the others as inactive; . = no result given; & = joins results of further samples. Rule for the calls: active = growth percent below 10; inactive = the rest.

| mol | HCT-116 | HT29 | TK-10 | HCC-2998 | 786-0 | UO-31 | HCT-15 | SW-620 | SN12C |
| --- | --- | --- | --- | --- | --- | --- | --- | --- | --- |
| COc1cc(C)cc(-c2[nH]ncc2-c2cc(NCCN3CCOCC3)nc(-c3cccnc3)n2)c1 | 92 | 97 | 102 | 96 | 74 | 67 | 90 | 99 | 98 |
| CC(=O)C(=Cc1cccc([N+](=O)[O-])c1)C(C)=O | 77 | 93 | 96 | 115 | 85 | 81 | 93 | 93 | 99 |
| CCN(CC)CCNC(Cc1ccccc1)c1ccccc1 (stereo not given) | 93 | 86 | 96 | 103 | 113 | 79 | 102 | 76 | 93 |
| COc1nc(N)nc(-n2c(-c3ccc(Br)cc3)nc3ccccc32)c1NCc1ccc(Br)cc1 | 80 | 74 | 100 | 98 | 99 | 62 | 73 | 89 | 88 |
| CS(=O)(=O)c1nccc2ccccc12 | 92 | 101 | 97 | 110 | 99 | 97 | 104 | 104 | 97 |
| COc1ccc(-c2cc(NC(=O)Nc3cccc(C(F)(F)F)c3)no2)cc1 | 100 | 99 | 99 | 114 | 105 | 103 | 103 | 104 | 96 |
| O=C(O)c1cccc(CN2CCN(c3cc4c(cc3F)c(=O)c(C(=O)O)cn4C3CC3)CC2)c1O | 104 | 102 | 97 | 105 | 102 | 82 | 104 | 102 | 102 |
| CCNc1nc2cc3c(C)c(CC)c(=O)oc3c(C)c2o1 | 95 | 80 | 81 | 91 | 102 | 82 | 106 | 108 | 109 |
| COc1cc2cc(Sc3ccc(NC(=O)c4ccc(Cl)c(C(F)(F)F)c4)cc3)c(C)nc2cc1OC | 110 | 101 | 121 | 104 | 118 | 80 | 95 | 102 | 108 |
| CCCCn1cnc2c(SCc3cccc(F)c3)nc(N)nc21 | 93 | 97 | 94 | 104 | 95 | 71 | 92 | 98 | 101 |
| CC(=O)Nc1nc(C)c(C(=O)NNC(=O)NC2CCCCC2)s1 | 108 | 99 | 115 | 107 | 163 | 104 | 84 | 98 | 102 |
| COC(=O)/C=C/c1cccc2c1C(=O)NC(C)(c1cc3cc4ccccc4cc3oc1=O)N2 (stereo not given) | 44 | 33 | 100 | 68 | 84 | 65 | 55 | 54 | 35 |
| COc1ccc(-c2c3c(C)nn(-c4ccccc4)c3nc3nc[nH]c(=O)c23)cc1 | 95 | 91 | 117 | 102 | 95 | 103 | 82 | 112 | 85 |
| C=CCCC1(C)NC(=O)NC1=O (stereo not given) | 97 | 93 | 90 | 104 | 93 | 98 | 105 | 102 | 98 |
| COc1nc2ccccc2cc1-c1nc2c(cnn2-c2ccc(Br)cc2)c(=O)[nH]1 | 23 | 8.0* | 41 | 51 | 15 | 27 | 24 | 19 | 33 |

The listing continues.
| mol | HCT-116 | HT29 | TK-10 | HCC-2998 | 786-0 | UO-31 | HCT-15 | SW-620 | SN12C |
| --- | --- | --- | --- | --- | --- | --- | --- | --- | --- |
| CCN1CCN(c2ccc(Nc3ncc4ccc5ncn(C(C)C)c5c4n3)nc2)CC1 | 8.8* | 5.4* | . | -4.6* | 9.2* | -5.2* | -0.2* | -7.5* | 4.2* |
| CS(=O)(=O)c1ccc(C(=O)N/N=C/c2ccc(O)cc2)cc1 | 93 | 101 | 101 | 104 | 108 | 93 | 107 | 103 | 100 |
| CCOC(=O)CCCN1C/C(=C\c2ccc(C)cc2)C(=O)c2ccccc21 | 96 | 93 | 91 | 119 | 104 | 71 | 110 | 99 | 92 |
| O=c1[nH]n(-c2ccccc2)c(=O)cc1Cl | 103 | 110 | 102 | . | 103 | 85 | 120 | 102 | 93 |
| CCOC(CCC#N)c1ccccc1 (stereo not given) | 108 | 106 | 113 | 99 | 106 | 90 | 109 | 108 | 100 |
| c1ccc2nc(NN=C3CCCCC3)ccc2c1 | 90 | 118 | 154 | 92 | 102 | 57 | 90 | 91 | 87 |
| COc1ccc(C(=O)NC(c2ccccc2Cl)c2cc(Cl)c3cccnc3c2O)cc1 (stereo not given) | 63 | 81 | 86 | . | 83 | 61 | 81 | 87 | 84 |
| CC1=NN=C(N2N=C(c3cc4ccccc4o3)CC2c2c[nH]c3ccccc23)SC1 (stereo not given) | 83 | 88 | 146 | 103 | 106 | 61 | 105 | 102 | 104 |
| C/C(=N/NC(N)=S)c1sc(Nc2ccccc2O)nc1C | 102 | 109 | 136 | 115 | 109 | 79 | 90 | 108 | 81 |
| CCn1cc(/C=C(/SS/C(=C/c2cn(CC)c3cccc(C(=O)O)c23)C(=O)O)C(=O)O)c2c(C(=O)O)cccc21 | 96 | 108 | 115 | 100 | 105 | 76 | 97 | 98 | 101 |
| CCOC(=O)c1cc(C)[nH]c1C | 99 | 98 | 104 | 107 | 100 | 101 | 101 | 98 | 97 |
| CC(C1CCC(CN2Cc3ccc(O)c(F)c3C2=O)CC1)N1CCOCC1 (stereo not given) | 100 | 109 | 101 | 109 | 102 | 86 | 97 | 102 | 107 |
| Cc1ccc(N2N=C(C(=O)N(C)C)N(C)CC2=O)cc1 | 93 | 103 | 97 | 107 | 97 | 90 | 98 | 106 | 105 |
| Cc1cccc(OC(=O)Cc2ccccc2)c1 | 101&102 | 94&89 | 97&77 | 102&104 | 100&105 | 88&74 | 103&103 | 112&101 | 109&98 |
| COc1c(OC)c(OC)c2c(=O)cc(-c3ccc4c(c3)OCO4)oc2c1OC | 91 | 95 | 101 | 98 | 96 | 67 | 129 | 106 | 88 |

Remaining list, next part.
| mol | HCT-116 | HT29 | TK-10 | HCC-2998 | 786-0 | UO-31 | HCT-15 | SW-620 | SN12C |
| --- | --- | --- | --- | --- | --- | --- | --- | --- | --- |
| CC1=NN(c2ccc(S(=O)(=O)O)cc2)C(=O)C1N=Nc1ccc(C)c(S(=O)(=O)Nc2ccccc2)c1 (stereo not given) | 105 | 112 | 100 | 108 | 89 | 78 | 94 | 108 | 96 |
| CCOC(=O)[C@H](Cc1ccccc1)Nc1nc(N)nc(N(C)c2ccccc2)c1C=O | 79 | 105 | 115 | 110 | 106 | 66 | 111 | 101 | 97 |
| CN1CCN(CC(O)CO)CC1 (stereo not given) | 107 | 97 | 96 | 108 | 102 | 83 | 105 | 109 | 107 |
| O=C(NO)c1ccc(CN2CC(=O)N(Cc3ccccc3)[C@H](Cc3ccccc3)C2=O)cc1 | 84 | 88 | 88 | 86 | 95 | 69 | 74 | 94 | 97 |
| CCC(=O)c1c2c(c3ccc4c5ccccc5ccc4n13)C(=O)c1ccccc1C2=O | 93 | 94 | 122 | 65 | 96 | 60 | 67 | 89 | 86 |
| CCCCCCCCCCCCCCCCCCCC(=O)NCCc1c[nH]c2ccc(OC(=O)NOCCOCCOCCOCCOCCOCCOCCOCCOCCOCCOCCOCCOCCOCCOCCOCCOCCOCCOCCOCCOCCOCCOC)cc12 | -22* | -72* | 51 | -2.4* | 35 | 62 | 78 | 27 | -17* |
| COc1cc(/C=C/C(=O)c2ccc(O)c(CN3CCN(c4cc5c(cc4F)c(=O)c(C(=O)O)cn5C4CC4)CC3)c2)cc(OC)c1OC | 7.7* | 10 | 107 | 67 | 50 | 47 | 19 | 35 | 38 |
| CC(C)Sc1nc(NNC(N)=O)c(C#N)c(-c2ccc(F)cc2)n1 | 92 | 105 | 99 | 109 | 95 | 80 | 101 | 96 | 88 |
| C[P+](C)(c1ccccc1)c1ccccc1 | 94 | 95 | 98 | 110 | 107 | 91 | 97 | 99 | 109 |
| COC(=O)/C=C1/SC(=Nc2ccc(F)cc2)N(CCc2c[nH]c3ccc(O)cc23)C1=O | 23 | 37 | 84 | 46 | 41 | 46 | 24 | 54 | 42 |
| N/C(=N\c1nc2ccccc2s1)NC(=O)Nc1ccc(Br)cc1 | 91 | 94 | 111 | 124 | 92 | 89 | 70 | 93 | 89 |
| COc1ccc2nc3cc(Cl)ccc3c(Nc3cc(C(C)C)c(O)cc3C)c2c1 | 1.5* | 5.8* | 16 | 37 | 35 | -6.1* | 11 | 22 | 55 |
| O=C(/C=C(\Nc1ccccc1)c1ccccc1)c1cn(-c2ccc([N+](=O)[O-])cc2)nn1 | 92 | 97 | 118 | 103 | 92 | 69 | 85 | 93 | 104 |
| COc1ccc(-c2cs/c(=N\N=C\c3ccc(O)cc3O)n2/N=C/c2ccc(O)cc2O)cc1 | -53* | -29* | -31* | 4.8* | 6.5* | -65* | -53* | -51* | 4.0* |
| CCOP(=O)(OCC)C(Cc1ccccc1)N=C(c1ccccc1)c1ccccc1 (stereo not given) | 106 | 91 | 97 | 109 | 102 | 82 | 102 | 90 | 100 |

Continuation.
| mol | HCT-116 | HT29 | TK-10 | HCC-2998 | 786-0 | UO-31 | HCT-15 | SW-620 | SN12C |
| --- | --- | --- | --- | --- | --- | --- | --- | --- | --- |
| CN1c2ccccc2NC(=S)c2ccccc21 | 104 | 104 | 101 | 125 | 98 | 89 | 104 | 105 | 99 |
| COc1ccc(/C=C(\C#N)C(=O)Nc2cccc(Nc3nc(SC)nc(-c4cccc([N+](=O)[O-])c4)c3C#N)c2)cc1 | 96 | 105 | 129 | 108 | 101 | 85 | 96 | 102 | 98 |
| O=C(NC1CCCCC1)Oc1ccccc1-c1ccccc1 | 89 | 97 | 91 | 97 | 91 | 52 | 86 | 105 | 89 |
| O=c1ccc(=O)n(-c2nc(-c3cc4c(ccc5ccccc54)oc3=O)cs2)[nH]1 | 97 | 98 | 125 | 102 | 93 | 81 | 96 | 99 | 98 |
| COc1cc(CNC(=O)C[C@H](C)CCC=C(C)C)ccc1OCc1cn(-c2ccc(Cl)c(Cl)c2)nn1 | 30 | 78 | 91 | 94 | 80 | 61 | 29 | 30 | 38 |
| c1ccc(Nc2ncnc3onc(-c4ccccc4)c23)cc1 | 87 | 94 | 103 | 101 | 94 | 100 | 101 | 90 | 98 |
| C=CCNc1nnc(C)s1 | 104 | 116 | 123 | 112 | 95 | 81 | 104 | 107 | 96 |
| Cc1ccc(S(=O)(=O)N/N=C2/C3CC4C(C3)C24)cc1 | 101 | 99 | 110 | 98 | 114 | 98 | 102 | 104 | 107 |
| CC[N+](CC)=c1cc2oc3cc(N(C)C)ccc3nc-2cc1C | 7.2* | 28 | 55 | 32 | 70 | 40 | 47 | 16 | 6.4* |
| CC(=O)Oc1ccc(CCC(=O)c2c(OC(C)=O)cc(OC(C)=O)cc2OC(C)=O)cc1 | 98 | 92 | 97 | 87 | 91 | 76 | 101 | 95 | 104 |
| Cn1c(=O)c2c(ncn2CN2CCCCC2)n(C)c1=O | 110 | 100 | 98 | 106 | 94 | 87 | 100 | 105 | 114 |
| O=C1NN(c2ccccc2)C(c2cccnc2)=N/C1=C\c1cccnc1 | 92 | 97 | 110 | 99 | 99 | 83 | 94 | 110 | 102 |

Screening data from PubChem.
